# Bim-Bfl-1: human Bim-Bfl-1 interaction inhibition; Bead-based flow cytometry, Bim-Bfl-1 binding inhibition; Q16548; inhibition, % at 10 µM; AID 1008; 0.12% of 190,000 active;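 further: 0% = wells without compound plus tracer and 100% = blocker peptide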
# Mcl1 Bid PPI: disrupts binding of human Mcl-1 to Bid peptide. Q07820. TR-FRET Mcl-1/Bid-Dy647 peptide binding, 1536-well. inhibition, % at 21.7 µM. 0.97% of 220,000 active. AID 1021;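 active means compounds that cut the binding signal by more than half at the single screening dose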;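 further: His-tagged Mcl-1 with europium anti-His antibody binding Bid BH3 peptide; 0% = Mcl-1 plus peptide wells and 100% = peptide-only wells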
# Target sequence (Q07820 whole entry, looked up): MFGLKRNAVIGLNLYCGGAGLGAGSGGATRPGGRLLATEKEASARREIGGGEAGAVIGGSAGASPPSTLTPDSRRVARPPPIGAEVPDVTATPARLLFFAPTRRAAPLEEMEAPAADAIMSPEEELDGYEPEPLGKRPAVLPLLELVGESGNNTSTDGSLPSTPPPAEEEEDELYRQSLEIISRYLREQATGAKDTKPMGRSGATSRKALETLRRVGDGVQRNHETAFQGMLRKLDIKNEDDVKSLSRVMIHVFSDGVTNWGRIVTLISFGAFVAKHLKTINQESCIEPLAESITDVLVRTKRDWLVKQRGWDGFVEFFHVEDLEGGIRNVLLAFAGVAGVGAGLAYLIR
# Bim-Bcl-W: disrupts Bim peptide binding to human Bcl-W | 0.02% of 190,000 active | inhibition, % at 10 µM | bead-based flow cytometry | AID 952 | Q92843;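 further: 0% = bound tracer without compound and 100% = peptide blocker; higher means less fluorescent Bim peptide bound to Bcl-W beads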
# Bcl-B Bim block: human Bim-Bcl-B interaction inhibition. Q9HD36. bead-based flow cytometry, Bim peptide-Bcl-B binding. inhibition, % at 10 µM. 0.073% of 190,000 active. AID 951;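 further: 0% = tracer peptide without compound and 100% = reference inhibitor peptide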
# Bcl-XL Bim block: disrupts Bim peptide binding to human Bcl-XL; bead flow cytometry, fluorescence; inhibition, % at 10 µM; 0.04% of 190,000 active; AID 1007
# Target sequence (Q07817 whole entry, looked up): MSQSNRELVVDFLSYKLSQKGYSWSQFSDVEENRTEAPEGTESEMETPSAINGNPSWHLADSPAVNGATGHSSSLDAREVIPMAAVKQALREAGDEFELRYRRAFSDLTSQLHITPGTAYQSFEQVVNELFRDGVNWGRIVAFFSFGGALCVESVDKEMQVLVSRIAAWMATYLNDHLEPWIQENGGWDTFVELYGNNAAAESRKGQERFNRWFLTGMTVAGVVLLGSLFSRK
# Mcl1 Noxa PPI: Mcl-1/Noxa interaction inhibition; Q07820; TR-FRET Mcl-1/Noxa peptide binding, 2 h; inhibition, % at 21.7 µM; 1.5% of 220,000 active; AID 1022;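 active means compounds that cut the protein-peptide binding signal by more than 50% relative to plate controls in a single-dose test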;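 further: His-tagged Mcl-1 with rhodamine Noxa BH3 peptide and terbium anti-His antibody; 0% = Mcl-1 plus Noxa peptide wells and 100% = peptide-only wells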
# RGS8-Gao: human RGS8-Galphao interaction regulation; multiplexed bead flow cytometry, RGS8-Galphao binding; actives lie on both sides; P09471; response (percent of control binding), % at 10 µM; 0.34% of 220,000 active; in the data active means response below about 60% or above about 140%; inactive means in between;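 further: Galphao activated as the GDP aluminium fluoride complex binding bead-coupled RGS8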
# Target sequence (P09471 whole entry, looked up): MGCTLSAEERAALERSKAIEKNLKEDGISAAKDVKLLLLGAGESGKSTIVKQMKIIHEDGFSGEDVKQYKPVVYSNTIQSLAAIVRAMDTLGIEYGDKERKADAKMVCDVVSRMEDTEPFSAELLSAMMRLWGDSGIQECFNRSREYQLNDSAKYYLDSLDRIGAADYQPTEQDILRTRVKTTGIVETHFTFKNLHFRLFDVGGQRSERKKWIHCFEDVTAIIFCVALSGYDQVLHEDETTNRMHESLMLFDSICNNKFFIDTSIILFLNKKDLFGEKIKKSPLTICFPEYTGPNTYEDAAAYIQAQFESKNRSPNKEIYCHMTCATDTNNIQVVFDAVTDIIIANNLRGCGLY
# RGS7-Gao: regulators of human RGS7-Galphao interaction; Multiplexed bead flow cytometry, RGS7-Galphao binding; actives lie on both sides; 0.35% of 220,000 active; P09471; binding response (% of control), % at 10 µM; in the data active means binding response below about 49% or above about 150%; inconclusive means no clear call, values can overlap the other calls; inactive means in between;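 further: fluorescent Galphao held in activated GDP-AlF4 state binding bead-coupled RGS7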
# Bim-Bcl-2: disrupts Bim peptide binding to human Bcl-2. 0.06% of 190,000 active. P10415. inhibition, % at 10 µM. Bead-based flow cytometry, Bim peptide-Bcl-2 binding; in the data active means inhibition above about 40%; inconclusive means no clear call, values can overlap the other calls;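 further: 0% = no compound wells with probe peptide and 100% = reference peptide inhibitor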
# Bim-Mcl-1: inhibitors of Bim-Mcl-1 interaction, human. AID 1009. Bead-based flow cytometry, Bim peptide-Mcl-1 binding. inhibition, % at 10 µM. Q07820. 0.1% of 190,000 active;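 further: 0% = no compound tracer wells and 100% = peptide blocker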
# RGS4-Gao reg: modulates binding of RGS4 to human Galphao; P09471; Multiplexed bead flow cytometry; actives lie on both sides; binding response (% of control), % at 10 µM; 0.33% of 220,000 active; AID 1415; in the data active means binding response below about 49% or above about 150%; inactive means in between;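 further: fluorescent Galphao activated with aluminum fluoride binding bead-coupled RGS4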
# Starred values were filed as active, the others as inactive; ? = inconclusive; · = not tested or not shown. Unless noted, no stated cut-off is given here; in the data, active means inhibition above about 40%.
SMILES,Bim-Bfl-1,Mcl1 Bid PPI,Bim-Bcl-W,Bcl-B Bim block,Bcl-XL Bim block,Mcl1 Noxa PPI,RGS8-Gao,RGS7-Gao,Bim-Bcl-2,Bim-Mcl-1,RGS4-Gao reg
Clc1ncn(CCOc2ccccc2)c1Cl,-7,-35,-2,-3,-2,-21,99,127,-3,0,103
Cn1cccc1CC(=O)NNC(=S)Nc1ccccc1Cl,1,-51,-3,-20,-10,0,97,90,-4,-5,82
NC(=O)CS(=O)(=O)c1ccc(Cl)cc1,-2,10,0,3,-1,-14,100,100,-2,0,102
CC(C)(C)C(=O)N(Cc1nc2ccccc2c(=O)[nH]1)Cc1cccs1,0,1,-4,-1,-6,-14,79,96,-4,-3,100
Cc1cccc(N2C(=O)CC(N(O)c3ccccc3)C2=O)c1 (configuration not stated),1,-47,0,1,1,1,101,98,0,-2,106
C/C=C/CSc1nc2c(c(=O)[nH]c(=O)n2C)n1CCC,-11,-2,-4,-8,-6,1,96,100,-8,-2,98
CCOc1ccc(C(=O)NCC2OCCc3ccccc32)cc1 (configuration not stated),2,1,0,0,-2,25,94,101,-9,0,98
CC(C)(C)OC(=O)NCC(=O)NCC(=O)OCc1ccccc1,0,-18,-5,-4,-6,6,97,95,-3,-2,98
COC(=O)c1ccc(/C=C/C(=O)c2cccc(OC)c2)cc1,0,0,-4,-9,-4,-5,99,97,-7,-8,99
O=C(Cc1ccccc1)NCCSC1CCCCC1,-5,-1,-1,-3,0,2,100,105,-3,-1,100
CCC(C)NC(=O)C1CCCN1S(=O)(=O)c1ccc(Cl)cc1 (configuration not stated),-2,2,-5,-7,-2,2,100,94,0,-4,97
Cc1ccc(NC(=S)NCCN(C2CCCCC2)C2CCCC2)cc1,-1,-63,-2,-5,-3,18,102,101,-1,2,107
Cc1ccc(SCc2c(C#N)c3ccccc3n2C)cc1,0,-7,-1,-4,-5,7,104,105,1,-2,105
CCC(=O)Nc1cc(C)c(NC(=O)c2ccco2)cn1,-12,3,1,-6,-5,-9,105,103,-7,-3,102
CCOC(=O)c1[nH]c(C)c(C(=O)NCC2CCCO2)c1C (configuration not stated),-9,-5,-7,-9,-6,0,101,101,-5,-7,100
COc1ccc(CCNC(=O)c2ccco2)cc1OC,-4,-38,3,0,0,7,103,102,-1,0,100
CC1(C)CC(=O)C(N=Nc2c(F)cccc2F)=C(O)C1,·,-16,·,·,·,-3,99,?,·,·,98
C=CC[N+](C)(C)CC(=O)OCc1ccccc1,-1,-22,0,-7,-4,3,109,102,0,0,106
Cc1ccc(C2C(C(=O)c3ccco3)=C(O)C(=O)N2c2ncccn2)cc1 (configuration not stated),·,-12,·,·,·,15,101,?,·,·,108
CCOC(=O)C1Cn2c(nc3c(c2=O)C(C)(CC)Cc2ccccc2-3)S1 (configuration not stated),0,-11,-1,-2,-4,34,93,91,0,-3,93
C=CCNC(=S)Nc1cc(S(=O)(=O)N2CCOCC2)ccc1-n1cncn1,2,-48,11,-3,-8,-1,77,91,0,-8,97
CCc1nnc(NC(=O)CCC(=O)N2CCN(C3CCCCC3)CC2)s1,-18,-19,0,-10,-1,4,105,102,-10,-3,106
CO/N=C/c1ccc(N2CCN(C(=O)c3ccc(C)cc3)CC2)c([N+](=O)[O-])c1,-8,-25,0,-9,-7,10,102,103,-9,-1,100
CCCCCc1nc2c(c(=O)c3ccccc3n2C)c(=O)n1Cc1ccc(OC)cc1,·,-7,·,·,·,-12,96,?,·,·,85
COc1ccccc1NC(=O)CCC(=O)Nc1ccccc1OC,-20,7,-7,-13,-14,-9,98,100,-13,-8,99
C=CCOCCN(CCOCC=C)C1=NS(=O)(=O)c2ccccc21,-4,-18,1,0,1,-5,108,98,1,2,103
Cc1[nH]c2ccccc2c1C(=O)CSc1nc2ccccc2c(=O)n1CCCN1CCOCC1,-2,-3,0,-11,-3,-11,104,97,-5,1,103
CN1CCN(C(=O)CCN2C(=O)/C(=C/c3ccccc3Cl)SC2=S)CC1,-3,-41,-5,-4,0,15,98,96,-1,-5,101
Cc1ccc(C(=O)NCCc2cccc(Cl)c2)cc1[N+](=O)[O-],-10,-12,-2,-7,-3,13,95,86,-3,-3,90
O=S(=O)(c1ccc(C2=CSC3=NCCN23)cc1)N1CCOCC1,-1,-54,0,-8,-5,15,98,106,-2,-1,102
CC(C)OC(=O)c1nnn(-c2nonc2N)c1CSc1ccccn1,-1,-27,0,0,1,2,98,95,-1,0,97
CCC1(C)NC(=O)N(CC(=O)N2N=C(c3ccccc3)CC2c2ccc(OC)cc2)C1=O (configuration not stated),-5,7,-6,-4,-1,12,98,96,-1,-3,94
CCCCCCn1c(CN2CCN(C(=O)c3ccco3)CC2)nc2c1c(=O)n(C)c(=O)n2C,-7,-12,-6,-8,-7,-10,102,103,-9,-3,103
Cn1nc([N+](=O)[O-])nc1Oc1ccccc1N,-18,11,-1,-9,-7,8,101,102,-7,-5,100
CC[n+]1c(-c2ccc(C)cc2)csc1Nc1c(C)n(C)n(-c2ccccc2)c1=O,-6,49,-7,-12,-11,37,99,101,-8,-8,102
COC(=O)c1cc(S(=O)(=O)NC2CCN(Cc3ccccc3)CC2)cn1C,-3,3,-2,-2,0,21,101,95,1,0,94
COc1ccc(Oc2cccc(Cl)c2CNC(=O)CCCC(=O)O)cc1,·,-4,·,·,·,7,102,?,·,·,99
CCc1nn2c(N(C)CCO)cc(C)nc2c1-c1ccc(F)cc1,-8,-23,1,-1,1,27,105,105,-1,0,105
CC(=O)NCC12CC3CC(C1)CC(C(=O)O)(C3)C2,-13,16,1,-6,-2,25,101,101,-7,0,104
CN(C)c1nn(C(=O)Nc2cccc(C(F)(F)F)c2)cc1-c1ccccc1,-15,-19,-2,-11,-4,-4,100,99,-8,-2,103
Clc1ccc(CNc2cnccn2)cc1,-12,-24,-1,-5,-2,18,108,108,-5,0,109
O=C(CC1SC(=NCC2CCCO2)NC1=O)Nc1cccc2ccccc12 (configuration not stated),2,-26,-2,0,-1,5,6.6*,-5.8*,-3,-5,11*
COC(=O)CCN(C(=O)c1ccc(N2CCCC2)c([N+](=O)[O-])c1)c1ccccn1,-3,-2,-1,-3,0,7,101,102,-4,-3,100
Nc1ccc2c(C(F)(F)F)cc(C(F)(F)F)nc2n1,-3,-16,-2,-3,0,16,97,92,-4,0,95
CC(=O)c1ccc(NC(=O)C2(c3ccccc3)CC2(Cl)Cl)cc1 (configuration not stated),·,-5,·,·,·,2,103,?,·,·,104

# Three records drawn at random from those above:
SMILES,Bim-Bfl-1,Mcl1 Bid PPI,Bim-Bcl-W,Bcl-B Bim block,Bcl-XL Bim block,Mcl1 Noxa PPI,RGS8-Gao,RGS7-Gao,Bim-Bcl-2,Bim-Mcl-1,RGS4-Gao reg
CC[n+]1c(-c2ccc(C)cc2)csc1Nc1c(C)n(C)n(-c2ccccc2)c1=O,-6,49,-7,-12,-11,37,99,101,-8,-8,102
Cn1nc([N+](=O)[O-])nc1Oc1ccccc1N,-18,11,-1,-9,-7,8,101,102,-7,-5,100
Nc1ccc2c(C(F)(F)F)cc(C(F)(F)F)nc2n1,-3,-16,-2,-3,0,16,97,92,-4,0,95

# Other results.
SMILES,Bim-Bfl-1,Mcl1 Bid PPI,Bim-Bcl-W,Bcl-B Bim block,Bcl-XL Bim block,Mcl1 Noxa PPI,RGS8-Gao,RGS7-Gao,Bim-Bcl-2,Bim-Mcl-1,RGS4-Gao reg
CCC(=O)Nc1ccccc1C(=O)NC1CCCCC1,-12,-27,3,-6,3,-7,102,98,-7,-1,99
Cc1noc(C)c1C(=O)NNc1cc(Cl)ccc1Cl,·,-1,·,·,·,4,99,?,·,·,98
O=C(Nc1nc(-c2cccs2)cs1)c1cccc(S(=O)(=O)N2CCCCC2)c1,-8,-25,6,-2,-4,7,102,95,-5,-2,98
CNC(=O)CC1C(=O)N(C)C(=S)N1NC(=O)c1ccccc1 (configuration not stated),·,-1,·,·,·,9,105,?,·,·,110
C#CCOCCOCCOCCNc1nc(N2CCN(C(=O)[C@H]([C@@H](C)CC)n3cc(CCCCN)nn3)CC2)nc(N2CCN(C(=O)[C@H](C)n3cc(CCC(=O)O)nn3)CC2)n1,2,31,-1,2,3,15,94,104,0,1,96
Cc1ccc(N2C(=O)NC(NC(=O)C(C)(C)C)(C(F)(F)F)C2=O)cc1 (configuration not stated),3,-13,3,2,0,6,97,97,0,19,101
CCOC(=O)N1CCN(C(=O)c2cc3c(s2)-c2ccccc2OC3)CC1,-13,-5,0,-4,-5,9,94,90,-6,-4,90
Cc1cc2cc(CNC(=S)Nc3ccc(OC(F)(F)F)cc3)ccc2[nH]1,-1,-11,-2,0,0,9,111,117,-1,0,116
O=S1(=O)CC(O)C(N=Nc2c(O)n(Cc3ccccc3)c3ccccc23)C1 (configuration not stated),·,-38,·,·,·,2,100,?,·,·,100
CCCCC1NC(C(=O)O)CS1 (configuration not stated),-1,-80,-3,-3,-5,25,102,108,1,2,105
COc1ccc(CC(=O)Nc2ccc(S(=O)(=O)Nc3ncccn3)cc2)cc1,-12,-12,-1,-12,-5,13,102,100,-5,-2,97
O=C(NC1CC2CCC1C2)c1ccc(CN2CCOCC2)cc1 (configuration not stated),-12,-9,0,-7,-22,-12,108,107,-8,-3,104
CN1CCN(C(=O)c2cc(COc3c(F)cccc3F)on2)CC1c1ccccc1 (configuration not stated),0,4,0,1,0,-17,101,100,1,0,100
O=C1CC(=O)N(c2cccc(F)c2)N1,-5,-17,-10,-6,-14,9,99,96,-5,-27,97
CN(NS(=O)(=O)c1ccc(Cl)cc1)c1ncc(C(F)(F)F)cc1Cl,-5,-11,1,0,1,11,101,?,-2,0,100
Cc1ccc(S(=O)(=O)NC(CC(=O)O)c2ccco2)cc1 (configuration not stated),-17,-6,0,-9,-6,-2,100,94,-5,-2,94
COC(=O)C1=C(C(=O)c2ccccc2)C(c2ccc(O)c(OC)c2)n2nnnc2N1 (configuration not stated),-14,-54,0,-3,-4,3,99,98,-2,4,99
C=CCNC(=S)NNC(=O)c1ccc(=O)n(Cc2ccc(Cl)cc2Cl)c1,-1,-83,-1,-21,-5,-6,100,?,-3,-2,102
N=c1n(CC(=O)c2ccc(Br)s2)c2ccccc2n1Cc1ccccc1,·,9,·,·,·,43,104,?,·,·,108
O=C(O)Cc1csc2ccccc12,-19,7,0,-10,-5,3,101,97,-6,-1,97
CC(NCC(O)COCc1ccc(Cl)cc1)c1ccccc1 (configuration not stated),-2,8,-2,0,-1,10,105,101,0,-2,102
Cc1nnsc1SCCNC(=O)c1ccc(F)cc1,-16,-8,-1,-7,-8,-4,102,101,-9,-1,102
CC(=O)c1ccccc1N(C(=O)c1ccco1)C(C(=O)NC1CCCC1)c1ccc(N2CCOCC2)cc1 (configuration not stated),-2,-25,-2,-4,0,-15,98,95,0,0,98
CCOC(=O)Cn1nnnc1CN(Cc1ccc(OC)cc1)Cc1cc2cc(C)ccc2[nH]c1=O,-2,3,-2,0,-2,15,97,101,0,-5,100
Cc1cccc(C2=N/C(=C\c3cccnc3)C(=O)O2)c1,-12,-4,0,-7,6,14,100,102,-8,-1,99
Cc1ccc(S(=O)(=O)C(C)C(=O)c2ccc3c(c2)OCCO3)cc1 (configuration not stated),-3,26,-2,-4,0,24,102,109,-8,-3,106

# Bioassay records from PubChem.
